# Screens deposited in PubChem BioAssay by National Center for Advancing Translational Sciences (NCATS).
# Pf growth 48h = inhibits P. falciparum growth in the first generation, 48 h; P. falciparum luciferase growth in erythrocytes, 48 h; Potency, µM (titrated, usually from 28.7 µM), for inactives: top-dose activity change, negative = inhibition, usual class: inhibitors; hit rate 5.9% among 310,000; AID 504832; note: potency is the fitted concentration of half-maximal effect; % is set by controls: 0 for no effect and ±100 for the full control effect
#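 Luciferase-expressing parasites in RBCs, 2% Hct / 0.1% parasitemia final; RPMI 1640 + 0.5% Albumax; 37 C, 5% CO2, one generation; luminescence read-out, lower signal = inhibition.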
# TbPYK inhibitor = inhibitors of Trypanosoma brucei pyruvate kinase; TbPYK enzyme, Kinase-Glo Plus ATP luminescence, 45 min; Potency, µM (titrated, usually from 76.8 µM), without a hit: top-dose activity, negative = inhibition, most hits filed as inhibitors; hit rate 0.12% among 410,000; Q57TT1; note: potency is the fitted concentration of half-maximal effect; % is set by controls: 0 for no effect and ±100 for the full control effect; nearly all actives have a fitted effect of over 50% in size
#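 Readout: single end-point luminescence (Kinase-Glo Plus, 10 min). Reaction conditions were TbPYK/substrate plus 130 uM ADP, 45 min at RT, pH 7.2 TEA buffer. No-enzyme wells served as controls, and data were normalized before concentration-response fitting.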
# Shiga inhibitor = blocks Shiga toxin action in Vero cells. hit rate 9.2% among 290,000. Vero cells, Shiga toxin protein synthesis inhibition reporter. AID 2315. inhibition, % at 38.7 µM; in the data active = inhibition mostly above about 28%, no sharp cut-off; inactive = mostly below about 43%; note: 0% is about no effect
# Cycloheximide cs = affects cycloheximide protein synthesis inhibition readout, counter-screen; cell reporter, cycloheximide protein synthesis inhibition counterscreen; max response, %; hit rate 12% among 300,000; in the data active = max response mostly above about 13%, no sharp cut-off; inactive = mostly below about 14%; note: read at 38.3 µM for the half of the compounds with a filed dose; 0% is about no effect
# Pf growth 96h = P. falciparum growth inhibition at 96 hour, primary screen for plastid delayed-death inhibitors; P. falciparum luciferase reporter growth, 96 h; Potency, µM (titrated, usually from 28.7 µM), inactives show at the highest dose activity change, negative = inhibition, hits mostly inhibitors; hit rate 6.9% among 320,000; AID 504834; note: potency is the fitted concentration of half-maximal effect; % is set by controls: 0 for no effect and ±100 for the full control effect
#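 Luminescence readout: decreased luciferase signal marks inhibited growth of reporter-expressing P. falciparum in infected red cells (2% hematocrit, 0.05% parasitemia final), exposed to compound two generations (96 h, 37 C, 5% CO2).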
# LmPK inh = blocks Leishmania mexicana pyruvate kinase activity | AID 1721 | Q27686 | hit rate 0.37% among 290,000 | Potency, µM (doses to about 57.5 µM), for inactives: at the highest dose activity change, negative = inhibition, most hits filed as inhibitors | purified LmPK, Kinase-Glo ATP luminescence, 1 h; note: potency is the fitted concentration of half-maximal effect; % is set by controls: 0 for no effect and ±100 for the full control effect
# Target sequence (Q27686 whole entry, looked up): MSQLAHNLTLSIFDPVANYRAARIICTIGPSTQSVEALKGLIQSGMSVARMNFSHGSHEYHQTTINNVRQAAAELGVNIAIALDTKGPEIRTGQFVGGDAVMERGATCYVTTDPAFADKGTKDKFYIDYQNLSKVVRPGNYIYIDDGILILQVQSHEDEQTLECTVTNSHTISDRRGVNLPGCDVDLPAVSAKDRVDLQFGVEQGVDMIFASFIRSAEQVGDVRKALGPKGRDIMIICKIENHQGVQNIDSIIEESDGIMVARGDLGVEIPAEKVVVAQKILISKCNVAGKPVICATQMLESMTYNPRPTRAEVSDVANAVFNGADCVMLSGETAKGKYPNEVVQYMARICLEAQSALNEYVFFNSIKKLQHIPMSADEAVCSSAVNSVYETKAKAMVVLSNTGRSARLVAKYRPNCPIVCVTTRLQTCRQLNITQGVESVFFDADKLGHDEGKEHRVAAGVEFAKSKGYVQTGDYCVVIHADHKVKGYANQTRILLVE
#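 Purified LmPK (0.1 nM) with 0.5 mM PEP and 0.1 mM ADP in imidazole buffer pH 7.2 with MgCl2/KCl, 1 h at room temperature. ATP formed was read by luciferase luminescence and normalized to no-enzyme and uninhibited controls.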
# HCV inhibitor = blocks hepatitis C virus | Huh7.5.1 HCVcc-Cre infection, luciferase reporter, 44 h | Potency, µM (top dose mostly 41.8 µM), for inactives: top-dose activity change, negative = inhibition, hits mostly inhibitors | hit rate 3.4% among 340,000 | AID 651820; note: potency is the fitted concentration of half-maximal effect; % is set by controls: 0 for no effect and ±100 for the full control effect
#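 Cells seeded at 1,000/well and cultured 4 h, then compounds added followed by HCVcc-Cre virus (~0.5 moi). After 44 h further culture, luciferase substrate was added, plates held 15 min at room temperature, and luminescence read for 15 sec.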
# * hit, by the source's call; i = inactive; ? = inconclusive; . = not tested or not shown; & = joins results of further samples; [ ] = another dose, or the depositor's remark. Unless noted, calls come from the whole dose curve; as a rule, active = well fitted curve in the direction sought with a large enough effect; inconclusive = small, poorly fitted or top-dose-only effect, or another doubt; inactive = no such curve, though single readings can be large; an effect the other way counts as inactive or inconclusive.
# Preview (2 entries):
SMILES,Pf growth 48h,TbPYK inhibitor,Shiga inhibitor,Cycloheximide cs,Pf growth 96h,LmPK inh,HCV inhibitor
O=S(=O)(Nc1nnc(C(F)(F)F)s1)c1ccc(Cl)cc1,21%,-4%,3,-4,0%,5%,17%
CS(=O)(=O)c1ccc2nc(NC(=O)CC3CCCC3)sc2c1,?,-5%,53*,24*,15%,1%,-7%

# Results, from the first entry:
SMILES,Pf growth 48h,TbPYK inhibitor,Shiga inhibitor,Cycloheximide cs,Pf growth 96h,LmPK inh,HCV inhibitor
O=S(=O)(Nc1nnc(C(F)(F)F)s1)c1ccc(Cl)cc1,21%,-4%,3,-4,0%,5%,17%
CS(=O)(=O)c1ccc2nc(NC(=O)CC3CCCC3)sc2c1,?,-5%,53*,24*,15%,1%,-7%
COc1ccc(S(=O)(=O)NC(C(C)C)C(C)C)cc1OC,1%,0%,-2,-3,-20%,-2%,12%
CC(C)NC(=S)N1CCC(Cc2ccccc2)CC1,-6%,9%,-17,9,15%,-3%,-3%
CC(C)c1ccc(CCNC(=O)c2cccc(S(=O)(=O)N3CCN(C)CC3)c2)cc1,-4%,2%,-29,-1,-2%,-9%,?
CCOC(=O)c1cnc2c(C)c(-c3ccccc3)[nH]n2c1=O,11%,3%,-13,-3,17%,-5%,12%
CCOC(=O)CN(C(=O)CSc1nnc2c(n1)[nH]c1ccc(OC)cc12)c1ccc(F)cc1,9.3µM*,3%,-17,8,7%,-3%,-7%
COc1cc(C(=O)NCCCNc2nc3cc(C)c(C)cc3cc2C#N)cc(OC)c1OC,?,5%,38,10,121%[activator],0%,?
CCCCN(C(=O)COC(=O)CSc1ccc([N+](=O)[O-])cc1)c1c(N)n(CCC)c(=O)[nH]c1=O,20%,0%,.,.,25%,.,5%[8.37 µM]
c1ccc(-c2cc3c(N4CCOCC4)ncnc3s2)cc1,7%,-2%,-8,-3,25%,5%,10µM*
O=C(Nc1ccnn1C1CCN(CCCc2ccccc2)CC1)c1cccc(F)c1,?,1%,-7,-1,22%,-6%,9%
CC(=O)OCCc1[nH]c2ccccc2c1C,-21%,3%,-2,-3,7%,-2%,3%
Cc1cc(C)cc(NC(=O)COC(=O)CCCC2=NS(=O)(=O)c3ccccc3N2)c1,-3%,-1%,10,0,?,10%,20%
COc1ccc(Oc2nccc(-c3ccccc3)c2C#N)cc1,59%[activator],0%,133*,77*,41%[activator],3%,?
Cc1ccc(S(=O)(=O)N(C)C)cc1NC(=O)C1CCC1,-10%,-3%,-7,-3,33%,1%,-2%
Cc1ccc(NCC(O)C(O)C(O)CO)cc1C (configuration not stated),11%,-2%,2,-1,309%[activator],0%,3%
COc1cccc(-c2ncc3ccccc3c2COC(=O)c2cccs2)c1,?,-7%,.,.,?,.,?
CCc1cccc(C)c1NC(=S)N(CCN(C)C)C(C)c1cccnc1 (configuration not stated),3%,1%,-7,-2,?,-5%,29%
O=C(CCCOC(=O)c1ccc(O)cc1O)c1ccccc1,7%,0%,.,.,-19%,.,-22%
CCCn1c(SCC(=O)Nc2ccc(C(=O)Nc3ccccc3OC)cc2)n[nH]c1=O,-12%,2%,-7,3,-23%,0%[11.5 µM],?
CCOc1ccc(NC(=O)N(CCCN2CCOCC2)Cc2cccnc2)cc1,.,-2%,-4,13,-11%,3%,5%
O=C(Cn1cccc1)NCc1cccs1,-18%,1%,-3,-1,-4%,3%,2%
O=C(Cn1cnc(S(=O)(=O)N2CCCC2)c1)Nc1ccc(OC(F)(F)F)cc1,9%,3%&-7%,-6,2,?,-4%,3%
Cc1nnc(SCCn2c(N3CCN(C)CC3)nc3c2c(=O)[nH]c(=O)n3C)s1,.,4%,-15,-3,-15%,-1%,2%
N#C/C(=C\c1ccc(OCc2ccc(F)cc2)cc1)C(=O)Nc1cccc(C(=O)O)c1,-3%,9%,42,3,-1%,2%,34%[activator]
CC1CCC(NC(=O)CCS(=O)(=O)c2ccc3c(c2)CC(C)N3C(=O)C2CC2)CC1 (configuration not stated),?,15%,-7,6,0%,2%,-3%
Cc1ccc(S(=O)(=O)NC(C)CCc2ccccc2)cc1 (configuration not stated),9%,1%,-9,-4,65%[activator],1%,11%
O=C(CN(C(=O)c1csnn1)c1ccc2c(c1)OCCO2)NCc1ccccc1,25%,0%,27,14,5%,2%,11%
Cc1ccc(/C=C/c2ccc3cccc(O)c3n2)s1,-26%,0%,95*,58*,-51%,-2%,?
O=C(Nc1ccccc1Oc1cccnc1)C1CCCN(Cc2ccccc2O)C1 (configuration not stated),13µM*,4%,-7,5,0%,3%,-7%
CCN(CC)c1ccc(/C=N/NC(=O)c2nnn(-c3nonc3N)c2C(C)C)c(O)c1,3.7µM*,-3%,-17,3,7.4µM*,8%,1.1µM*
NC(=S)N=Nc1c(O)[nH]c2c(Br)cc(Br)cc12,?,0%,39,-1,92%[activator],7%,-10%
O=C(O)C1=C[C@@H](c2csc3ccccc23)C[C@@H](OCCCCO)O1,78%[activator],-2%,-5,-1,104%[activator],2%,22%
CC1(C)Cc2nc3oc4c(N5CCOCC5)ncnc4c3cc2CO1,0%,-2%,-5,-1,10%,-1%,17%
O=C1CCCC2=C1C1O[C@](CCCCN3C(=O)c4ccccc4C3=O)(Cc3ccccc31)O2,?,.,i,-2,?,-3%[11.5 µM],.
Cc1oncc1-c1cn2ccccc2n1,30%,0%,19,-3,.,0%,6%
COc1ccc(NC(=S)NC(=O)c2ccccc2)cn1,39%[activator],-4%,132*,69*,208%[activator],-1%,-2%
CCSC1=N/C(=C\c2ccc3c(c2)OCO3)C(=O)S1,-10%,-7%,-7,9,56%[activator],-6%,12%
O=C1N=C(N2CCCC2)S/C1=C\c1cn[nH]c1-c1ccccc1,26%,.,-6,5,?,-1%,13%
CC(=O)NCCc1cc2ccc(C)c(C)c2[nH]c1=O,23%,-1%,-2,2,20%,-3%,6%
Cc1ccc(S(=O)(=O)N2CCOCC2)cc1NC(=O)CSc1nc2ccccc2c(=O)n1Cc1ccccc1,?,-9%,-13,-5,5.2µM*,4%,-28%
CCCC(C)C(=O)NCc1ccccc1OC (configuration not stated),6%,-3%,16,-2,3%,-3%,11%
Nc1nc2ccccc2n1/N=C/c1ccc(-c2ccccc2)o1,20%,-1%,72*,25*,14%,2%,?
CCOC(=O)CSc1nc(C)cc(Oc2ccc(=O)n(C)n2)n1,13%,-1%,-13,-4,1%,1%,7%
CCCCc1nnc(NC(=O)CCS(=O)(=O)Cc2ccccc2)s1,1%,-7%,-14,0,57%[activator],1%,4%
O=C(Nc1ccc(Oc2ccccc2)cc1)C1CCN(c2ncccn2)CC1,8%,-6%,4,-3,14%,-1%,?
COc1ccc(C(C(=O)NC2CCCC2)N(Cc2cccnc2)C(=O)Cc2cccs2)cc1OC (configuration not stated),-14%,5%,-4,-1,-8%,-1%,18%
O=C(c1ccc(F)c(S(=O)(=O)N2CCOCC2)c1)N1CCN(c2ccc(F)cc2)CC1,?,-1%,.,.,6.6µM*,.,19%
CN1CCN(c2ccccc2NC(=O)c2c(F)cccc2F)CC1,?,-1%,11,0,3.7µM*,-4%,-19%
O=C(Nc1ccccc1C(=O)NCCN1CCOCC1)c1cccc([N+](=O)[O-])c1,?,1%,25,9,-20%,-1%,-25%
Cc1ccc(CNC(=O)CN(C)S(=O)(=O)c2cnc[nH]2)cc1,9%,-14%,-5,-1,-8%,0%,21%
O=S(=O)(Nc1ccccc1Br)c1cccs1,45%[activator],-1%,6,-6,9%,6%,6%
COc1cc2[nH]c(=S)n(CCN3CCOCC3)c(=O)c2cc1OC,4%,-4%,-10,-2,?,2%,19%
COCCOc1ccc(C(F)(F)F)cc1NC(=O)COC(=O)Cc1c[nH]c2ccccc12,?,9%,.,.,-27%,.,-25%
Cc1ccccc1NC(=O)C1CCCN(C(=O)Nc2ccc(F)cc2)C1 (configuration not stated),13%,0%,-8,-10,-5%,-3%,-1%
CC(C)(O)C#Cc1ccc(C(=O)NCCc2ccc(S(N)(=O)=O)cc2)cc1,?,-2%,-13,-1,13%,1%,-6%
Cc1[nH]c2ccccc2c1C1=CCNCC1,3.3µM*,-1%,-8,12,-31%,1%,11µM*
CC1CCc2c(sc(NC(=O)CCc3nc4ccccc4c(=O)[nH]3)c2C#N)C1 (configuration not stated),-28%,-6%,.,.,?,.,8%
O=C(CN1C(=O)NC(Cc2ccccc2)C1=O)Nc1ccc(F)cc1 (configuration not stated),.,2%,-8,-5,-15%,1%,19%
Cn1nnnc1Sc1ncnc2scc(-c3ccc(F)cc3)c12,0%,1%,19,-6,?,0%,?

# More entries follow:
SMILES,Pf growth 48h,TbPYK inhibitor,Shiga inhibitor,Cycloheximide cs,Pf growth 96h,LmPK inh,HCV inhibitor
CCN(CC)CCN(Cc1cc2cc3c(cc2[nH]c1=O)OCCO3)C(=O)NC1CCCCC1,-9%,-3%,-5,9,-3%,-18%,3%
O=C(Cc1ccc(F)cc1)NCC1CCCO1 (configuration not stated),25%,-2%,17,4,?,2%,20%
O=C(c1ccc(Cl)c(Cl)c1)N1CCN(Cc2ccc3c(c2)OCO3)CC1,26%,2%,-3,-2,-25%,-8%,?
O=C(NC12CC3CC(CC(C3)C1)C2)C1CC(=O)N(c2ccc(Br)cc2)C1 (configuration not stated),.,0%,-10,-8,-29%,7%,9%
Cc1ccc(C)c(CSC2=NCCN2S(=O)(=O)c2ccccc2)c1,?,0%,7,9,?,-5%,?
O=C(CN1CCN(C2CCCCC2)CC1)c1c[nH]c2ccccc12,19%,-15%,-2,3,?,5%,-20%
Cc1[nH]c2ccccc2c1/C=N\NC(=O)CNc1ccc2c(c1)OCO2,20%,-14%,-23,13,-11%,1%,13%
Cc1cccc(NS(=O)(=O)c2ccc3c(c2)NC(=O)CC(=O)N3)c1,14%,2%,-15,-3,?,-1%,6%
COc1ccc(C2C(C(=O)NCc3ccccn3)c3cc(OC)c(OC)cc3C(=O)N2C)cc1 (configuration not stated),?,-3%,-9,-1,-18%,-9%,7%
C[N+]12CCC(CC1)C(=C(c1ccccc1)c1ccccc1)C2,0.74µM*,?,4,-1,0.59µM*,2%,?
O=C(CSc1ncc(-c2ccccc2)n1C1CCCC1)N1CCc2ccccc21,?,-13%,18,9,?,3%,?
COc1ccc(NC(=O)CSc2nnc(C)n2C2CCCCC2)cc1,7%,-15%,11,-5,5%,2%,-3%
CCOC(=O)C(=O)N(CC)C1CCS(=O)(=O)C1 (configuration not stated),54%[activator],-1%,10,8.9*,45%[activator],19%,0%
COc1ccccc1-c1coc2c(CN3CCN(C)CC3)c(O)ccc2c1=O,-3%,-1%,-10,-1,46%[activator],12%,-1%
O=C(c1ccccc1)N1CCCCC(Sc2nnc3ccccn23)C1=O (configuration not stated),0%,1%,-11,-6,-5%[5.75 µM],2%,20%

# Quoted from the listing.
# Entry for CCOC(=O)C(=O)N(CC)C1CCS(=O)(=O)C1 (configuration not stated) in Shiga inhibitor: 10
# Entry for Cc1ccc(C)c(CSC2=NCCN2S(=O)(=O)c2ccccc2)c1 in Shiga inhibitor: 7
# Entry for COc1ccc(NC(=O)CSc2nnc(C)n2C2CCCCC2)cc1 in TbPYK inhibitor: -15%
# Entry for O=C(Cc1ccc(F)cc1)NCC1CCCO1 (configuration not stated) in Pf growth 48h: 25%
